# PLK1 inh – PLK1 (human) kinase inhibition | hit rate 0.53% among 97,000 | AID 619 | inhibition, % at 10 µM | recombinant PLK1 kinase, TR-FRET peptide phosphorylation;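 active means inhibition of 50% or more in the single-concentration screen; inactive means inhibition below 50%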;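 further: 0% = DMSO max control and 100% = H-89 dihydrochloride min control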
# Target sequence (P53350 whole entry, looked up): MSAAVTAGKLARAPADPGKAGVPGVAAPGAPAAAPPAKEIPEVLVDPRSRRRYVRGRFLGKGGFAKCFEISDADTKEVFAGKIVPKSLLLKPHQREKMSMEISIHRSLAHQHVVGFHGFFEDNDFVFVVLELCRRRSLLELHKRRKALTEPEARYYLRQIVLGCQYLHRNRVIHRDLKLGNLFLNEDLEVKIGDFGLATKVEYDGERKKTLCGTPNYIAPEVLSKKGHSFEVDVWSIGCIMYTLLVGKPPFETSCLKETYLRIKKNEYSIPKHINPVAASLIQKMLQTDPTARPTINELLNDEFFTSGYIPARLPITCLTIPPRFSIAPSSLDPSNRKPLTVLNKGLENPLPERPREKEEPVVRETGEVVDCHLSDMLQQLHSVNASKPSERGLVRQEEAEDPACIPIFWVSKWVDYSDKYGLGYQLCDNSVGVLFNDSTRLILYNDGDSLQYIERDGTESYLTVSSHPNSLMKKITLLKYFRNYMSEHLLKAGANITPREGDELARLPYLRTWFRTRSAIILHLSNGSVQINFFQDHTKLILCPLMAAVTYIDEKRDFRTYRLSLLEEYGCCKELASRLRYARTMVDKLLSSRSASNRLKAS
# TNFa cytotox – HUVEC cytotoxicity counter-screen, TNF alpha stimulated. HUVEC TNFalpha-stimulated, Hoechst cell count, imaging. cell count reduction, % at 2 µM. hit rate 0.17% among 93,000. AID 848;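 active means cell count reduction exceeding the screen mean by over 5 SD, scaled to untreated wells per plate, cut at about 78% in these data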;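 further: cells counted after 24 h of TNF alpha exposure following the 1 h pretreatment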
# PLK1 PBD inh – Plk1 (human) PBD binding inhibition; P53350; Plk1 PBD phosphopeptide binding, fluorescence polarization; inhibition, %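 (tested at about 20 µM)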; AID 693; hit rate 0.13% among 97,000; in the data active means inhibition above about 34%, passing the limit was not always enough
# sEH inhibitor – inhibitors of human soluble epoxide hydrolase; P34913; recombinant human sEH enzymatic activity assay; inhibition, % at 2 µM; hit rate 0.34% among 91,000; in the data active means inhibition above about 80%; further: values of inactives mirror those of a sister screen read the other way; many of its hits are not listed in these tables
# HUVEC tox IL1B – HUVEC cytotoxicity counter-screen, IL-1B stimulated | HUVEC cell count loss, Hoechst imaging | AID 845 | hit rate 0.41% among 94,000 | cell count reduction, % at 2 µM;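 active means cell count reduction more than 3 SD above the screen-wide mean, cut at about 70% in these data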;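 further: normalized per plate to untreated control cells as the no-loss baseline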
# E coli WT exp – growth inhibitors of E. coli BW25113 wild type; OD600 absorbance; growth inhibition, % at 100 µM; hit rate 0.15% among 98,000;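 active means growth inhibition above about 50% at one test dose, limit read from the data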;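 further: growth measured after 20 h incubation at 37 °C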
# DAT uptake mod – human DAT dopamine uptake with cocaine, either direction; LLC-PK1 hDAT cells, [14C]-dopamine uptake with cocaine IC80; actives deviate in either direction; B-score at 10 µM; hit rate 1.3% among 110,000; Q01959; AID 449768;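 active means Z score or B-score, a plate-position-corrected score, falls beyond the plate's 99.7% confidence bounds, in either direction; inactive means both scores lie inside the 99.7% bounds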;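 further: scored against the spread of the other compound wells on the same plate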
# F-actin modifier – modifiers of cytoskeleton assembly. hit rate 0.18% among 91,000. inhibition, % at 2 µM. HUVEC TNFa F-actin phalloidin imaging, high content;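 active means inhibition above the batch mean plus 3 SD and confirmed as a hit by visual image inspection, cut at about 30% in these data, passing the limit was not always enough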; further: strong numbers were not always called active
# VCAM1 TNFa inh – reduces TNF alpha induced VCAM1 expression in HUVEC | HUVEC TNFa-induced VCAM-1 immunofluorescence, high-content imaging | inhibition, % at 2 µM | hit rate 0.48% among 95,000;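 active means inhibition above the batch mean plus 3 SD, with images confirmed as a hit by eye, cut at about 37% in these data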;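 further: 0% = TNF-stimulated DMSO wells and 100% = unstimulated control wells; not every result past the cut was called active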
# * hit, by the source's call; nt = not tested or not shown. Random draw from the library (roughly 3.4% active in at least one column).
Compound	HUVEC tox IL1B	TNFa cytotox	PLK1 PBD inh	F-actin modifier	E coli WT exp	DAT uptake mod	VCAM1 TNFa inh	PLK1 inh	sEH inhibitor
COCc1cc(C)nc2sc(C(=O)OC)c(N)c12	-37	3	30	-16	2	-0.12	-5	-10	5
CC(=O)Nc1ccc(S(=O)(=O)n2cnc(C)c2)cc1	-4	98*	-13	-9	-4	0.0079	91*	-8	nt
CCc1nnc(NC(=O)C2CCC2)s1	9	-2	-18	-6	11	0.85	3	-5	nt
COc1ccc(N2CCC(CNC(=O)Nc3ccccc3)C2)cc1 (stereo unspecified)	-9	-16	8	7	1	-1.4	1	-23	78
COc1ccc(N2C(=O)C3CCCN3C2c2cc(OC)c(OC)cc2OC)cc1 (stereo unspecified)	9	-4	3	3	5	-1.3	10	-9	-1
CCN1C(=O)C(CC(=O)NC2CCCCC2)N(CC)C1=O (stereo unspecified)	-16	nt	9	nt	-4	-0.023	nt	-8	11
Oc1ccccc1/C=N/n1c2ccccc2c2ccccc21	-27	-1	-9	26	-12	0.15	22	8	6
CCOC(=O)c1cccc(NC(=O)CCc2c(C)nc3ncnn3c2C)c1	-9	0	12	20	-5	1.3	-7	-7	4
Clc1cccc(-c2ccnc3nc(-n4cccc4)nn23)c1	-25	18	2	16	3	-0.18	-1	-13	2
O=c1c2c3nc4ccccc4nc3n(Cc3ccccc3)c2ncn1Cc1ccco1	2	44	-4	-44	-8	0.83	31	-2	-4
O=c1[nH]c2ccccc2n1C1=CCCC1	-11	-6	3	-30	6	0.52	2	-6	0
CCOCc1nnc(NC(=O)CSCc2ccccc2)s1	-12	-54	-5	22	-7	0.21	5	-6	2
Cn1nc(-c2ccc(C(=O)NCC3CCCO3)cc2)c2ccccc2c1=O (stereo unspecified)	90*	6	-20	10	nt	-0.43	21	0	1
COc1ccc(CCNC(=O)CN2CCN(S(=O)(=O)c3ccc(Cl)cc3)CC2)cc1OC	-45	-13	-22	17	-10	-0.15	-6	-18	2
COC(=O)CSc1nc(-c2ccccc2)c2c(c1C#N)CCCC2	0	19	-6	-17	-10	-0.26	-4	-10	-1
O=C(c1ccccc1)N1CCN(C2c3cccc4cccc(c34)C2NS(=O)(=O)c2ccccc2)CC1 (stereo unspecified)	nt	-18	-15	20	-11	1.1	-6	-4	1
COCCCNC(=O)c1oc2ccc(S(=O)(=O)N(C)C3CCCCC3)cc2c1C	-9	-12	2	-9	-5	0.54	-1	-12	-3
COC(=O)c1c(NC(=O)CN2CCN(c3ccccc3)CC2)c2c(C)cccc2n1C	-6	2	12	32	-9	0.47	-18	-4	-12
COCCCNC(=O)c1cc2c(s1)CS(=O)(=O)C2	-14	nt	-14	3	-2	0.28	-10	-9	-7
O=C(c1ccco1)N1CCN(C(=O)c2ccccc2Oc2ccccc2)CC1	46	0	1	-3	-13	-1.2	-3	-8	5
Cc1nc(N2CCc3ccccc32)[nH]c(=O)c1CCC(C)C	-13	-14	-10	7	nt	nt	-23	-11	12
O=C1C2C3C=CC(C3)C2C(=O)N1c1ccc(Cc2ccncc2)cc1 (stereo unspecified)	-17	-14	-9	2	-6	-1	14	-12	-14
Cc1ccc(C)c(C(=O)Cn2ncc(Cl)c(Cl)c2=O)c1	15	-6	-29	10	-8	nt	17	-7	7
c1ccc(CN2CCN(CCCNc3ccc4nnc(-c5ccccc5)n4n3)CC2)cc1	31	-2	-13	-4	5	0.58	1	1	-4
O=C(Nc1nccs1)c1ccc(-c2ccccc2Cl)o1	15	-5	1	-14	-3	-0.051	-12	-7	19

# 3 structures already listed, sorted by molar mass, descending:
Compound	HUVEC tox IL1B	TNFa cytotox	PLK1 PBD inh	F-actin modifier	E coli WT exp	DAT uptake mod	VCAM1 TNFa inh	PLK1 inh	sEH inhibitor
O=C(Nc1nccs1)c1ccc(-c2ccccc2Cl)o1	15	-5	1	-14	-3	-0.051	-12	-7	19
CCN1C(=O)C(CC(=O)NC2CCCCC2)N(CC)C1=O (stereo unspecified)	-16	nt	9	nt	-4	-0.023	nt	-8	11
CC(=O)Nc1ccc(S(=O)(=O)n2cnc(C)c2)cc1	-4	98*	-13	-9	-4	0.0079	91*	-8	nt

# Further entries follow:
Compound	HUVEC tox IL1B	TNFa cytotox	PLK1 PBD inh	F-actin modifier	E coli WT exp	DAT uptake mod	VCAM1 TNFa inh	PLK1 inh	sEH inhibitor
Cn1c(=O)c(-c2ccccc2)nc2ccccc21	-25	-39	7	3	nt	1.2	8	-11	-3
CCOc1ccc2cc(S(=O)(=O)n3ccnc3C)ccc2c1	-3	-30	20	-6	6	-0.7	4	-3	3
CCn1c(SCC(=O)Nc2cccc(NC(=O)c3ccco3)c2)nnc1-c1cccs1	-43	19	5	-18	2	1.4	28	-8	-6
CC(C)(C)NC(=O)CSc1nsc(SCC(=O)NC(C)(C)C)c1C#N	-7	55	12	6	-7	-0.58	72*	1	-13
CSC1=NC2(CC(c3ccccc3)Oc3cc(O)ccc32)CC(C)(C)N1 (stereo unspecified)	-20	6	3	-9	nt	nt	26	-9	4
COc1ccc(N2CC(C(=O)OCC(=O)NCc3ccccc3)CC2=O)cc1 (stereo unspecified)	-31	-1	3	16	3	-1.9	-3	-18	-3
Nc1c(C(=O)NC2CCCC2)c2nc3ccccc3nc2n1N	11	-4	8	47*	-2	-0.69	9	1	nt
CSc1nc(Cl)cc(N(CCO)CCO)n1	10	-10	25	-30	-2	0.23	8	-5	4
COc1cccc(C2CC(c3ccccc3Cl)Nc3nc(N)nn32)c1 (stereo unspecified)	32	-36	-5	5	nt	0.62	2	-17	2
CN1CCN(C(=O)Nc2cccc3ccccc23)CC1	-1	-23	13	-8	2	-0.11	19	-8	-5
CC(C)[C@H](NC(=O)c1ccccc1)C(=O)OCC(=O)N1CCc2ccccc2C1	-2	-3	-27	4	3	-0.0093	-6	-11	8
O=C(O)C1C2CCC(C2)C1C(=O)NCc1ccco1 (stereo unspecified)	-81	-31	-3	nt	-6	-0.32	-11	-10	5
O=C(OCCN1CCN(c2ncc(C(F)(F)F)cc2Cl)CC1)c1ccc(F)cc1	12	-28	22	-4	-7	0.084	8	-4	10
c1ccc2c(c1)N1CCN=C1N2CCN1CCCCC1	-7	-2	-8	22	-15	0.69	2	3	4
O=C(c1ccc(=O)[nH]c1)N(Cc1ccco1)C1(C(=O)NC2CCCC2)CCCCC1	-8	-21	-15	5	-7	nt	1	-4	10
COCCNc1nc(-n2nc(C)cc2C)nc2sc3c(c12)CCCC3	-14	-27	-41	-19	4	nt	-10	6	12
Nc1nc2n(n1)C(c1cccs1)CC(c1ccc(F)cc1)N2 (stereo unspecified)	-60	6	-18	-2	nt	-1.1	-15	-6	-3
O=C(OCCOCCN=C1NS(=O)(=O)c2ccccc21)C1CC(=O)N(c2ccccc2)C1 (stereo unspecified)	21	-23	-8	nt	1	-0.22	13	-6	-7
Cn1c(=O)cc(SCC(=O)NCCN2CCN(c3ccccc3F)CC2)c2cc(Cl)ccc21	-30	-26	-27	11	-4	0.79	3	-5	20
CCCc1cc(=O)oc2cc(C)c3c(C)coc3c12	-37	-10	-6	15	-1	0.33	19	-3	11
O=S(=O)(c1ccc(F)cc1)N1CCC(O)(c2ccc3c(c2)OCO3)CC1	8	-14	4	18	-4	-0.24	6	-5	13
O=C(O)CCn1c(=O)sc2ccccc21	-10	-38	1	30	5	1	13	-7	5
CC1=C(OC(=O)c2ccccc2)C(C)(C)C(c2ccccc2)OC1=O (stereo unspecified)	-4	-20	12	19	1	-0.6	4	-6	-15
CCCc1nnc(NC(=O)CCCC(=O)O)s1	-23	11	25	26	4	-1.3	26	-2	10
CC(C)NC(=O)C12CC3CC(C1)CC(n1cnc(Cl)n1)(C3)C2	-5	-28	-10	-11	-1	0.26	13	-9	7
O=C(CCN1C(=O)C2C3C=CC(C3)C2C1=O)N1CCN(c2cccc(Cl)c2)CC1 (stereo unspecified)	-45	1	-3	-6	13	1.6	-6	0	-7
CN1C(=O)/C(=C/c2cn(CC(=O)N3CCCCC3)c3ccccc23)c2ccccc21	-12	43	14	-18	-16	3.8*	4	-4	-14
Cc1cc(C)cc(N(CC(=O)N2CC=C(c3ccccc3)CC2)S(=O)(=O)c2c(C)noc2C)c1	-1	-24	-20	0	-9	-0.3	9	-4	-8
COC(=O)C1=C(C)NC(C)=C(C(=O)OC)C1c1ccc(N(C)C)cc1	-2	-10	-26	17	-4	1.7	5	-11	-6
COC(=O)c1ccc(N2CCN(C)CC2)c(NC(=O)COc2ccc(OC)cc2)c1	-24	-34	-2	1	7	1.4	3	-39	-1
Cc1ccc(C(=O)NCc2ccco2)cc1S(=O)(=O)Nc1cccc(C)c1C	-4	-16	-3	-8	-4	1.1	-10	-1	-1
CCN(CC)c1ccc(C2C(C(=O)OC)=C(C)NC(C)=C2C(=O)OC)cc1	-25	7	7	-6	-7	-1.5	-1	-9	nt
O=C1CCCN1c1ccc(S(=O)(=O)N2CCN(c3ccccn3)CC2)cc1	-63	nt	13	nt	-7	-1.5	nt	-5	3
Cc1nc([N+](=O)[O-])c(Br)n1CC(=O)c1ccccc1	8	-7	-10	nt	7	0.16	6	-4	-12
COc1ccc(OC)c(C(C)NC(=O)c2ccco2)c1 (stereo unspecified)	25	-10	-10	-7	-2	0.12	-12	-4	-6
COc1ccc(NC(=S)NCCSc2ccc(Cl)cc2)c(OC)c1	-32	19	-1	-2	-24	0.82	-7	-1	-4
Cc1sc(NC(=O)c2cccs2)nc1-c1ccccc1	-26	5	4	41	2	-0.069	-18	1	-2
CC1(C)CC(=O)c2c(nn(-c3ccccc3)c2N)C1	0	-1	-7	-28	3	0.57	-3	-13	-31
CCn1c(CCCNC(=O)c2ccc(F)cc2)nc2ccccc21	-28	14	4	-4	2	-0.16	1	-9	2
Cc1ccc(S(=O)(=O)N2CCCC(NC(=O)N3CCN(c4ccccc4)CC3)C2)cc1 (stereo unspecified)	-50	-55	-18	33	-7	0.024	-38	-8	11
COc1ccccc1Cn1c(=S)[nH]c2cc(C(=O)NCCN3CCOCC3)ccc2c1=O	-5	-14	7	21	-11	0.71	-5	-9	34
O=C1c2cccc3c([N+](=O)[O-])ccc(c23)C(=O)N1c1ccc(Cl)cn1	83*	30	-61	-10	16	nt	69*	-9	11
O=C(Nc1ccc(Br)cc1)/C(=C/c1cccc([N+](=O)[O-])c1)NC(=O)C1CCCCC1	22	-9	-22	0	-18	-2	4	-8	-9
COC(=O)Nc1snnc1C	-1	1	-16	nt	3	-0.82	-4	-10	-3
CC1(C)CC(=S)Nc2ccccc2S1	-38	-8	-8	16	nt	0.032	31	-14	4
Cc1oc(-c2ccccc2)cc1C(=O)Nc1cccc2ccccc12	-3	9	16	-28	-10	0.72	-4	-14	0
CCN(CC)CCCCCOc1ccccc1OC	-8	-11	-10	6	5	-1.2	0	-15	-2
O=C(NCCN1CCN(Cc2ccccc2)CC1)C1CC(=O)N(C2CCCC2)C1 (stereo unspecified)	-24	-26	16	20	0	0.21	-14	-4	-1
CC(C)c1ccc(C2NC(=O)NC3=C2CCc2ccccc23)cc1 (stereo unspecified)	-14	3	35	1	5	1.6	-2	-2	16
CS(=O)(=O)N1CCN(c2ccccc2F)CC1	-26	-24	-7	15	6	0.0037	1	-20	-14
N#Cc1cc(C(=O)c2cc(Br)ccc2O)cn(C2CC2)c1=O	-16	-25	-20	-16	3	-0.88	13	-10	nt
Cc1oc(-c2ccccc2F)nc1CN1CCC(C(=O)NC2CCCCCCC2)CC1	-10	-32	39	7	2	nt	-3	-4	91*
CCOC(=O)c1cnn(-c2ccccc2)c1-n1cccc1C(=O)C(=O)Nc1ccc(F)cc1	-15	-16	-32	11	-6	0.24	-5	-5	10

# Source: PubChem BioAssay (several laboratories)
